# Source: PubChem BioAssay
# FBPA Giardia inh – inhibitors of Giardia lamblia fructose-1,6-bisphosphate aldolase. 290,000 compounds, 0.71% hits. purified Giardia FBPA. AID 2451. Potency, µM (doses to about 59.6 µM), without a hit: top-dose activity, negative = inhibition, hits mostly inhibitors. A8B2U2; further: potency means the concentration at half of the fitted maximal effect; nearly all actives have a fitted effect of over 55% in size
# Target sequence (A8B2U2 whole entry, looked up): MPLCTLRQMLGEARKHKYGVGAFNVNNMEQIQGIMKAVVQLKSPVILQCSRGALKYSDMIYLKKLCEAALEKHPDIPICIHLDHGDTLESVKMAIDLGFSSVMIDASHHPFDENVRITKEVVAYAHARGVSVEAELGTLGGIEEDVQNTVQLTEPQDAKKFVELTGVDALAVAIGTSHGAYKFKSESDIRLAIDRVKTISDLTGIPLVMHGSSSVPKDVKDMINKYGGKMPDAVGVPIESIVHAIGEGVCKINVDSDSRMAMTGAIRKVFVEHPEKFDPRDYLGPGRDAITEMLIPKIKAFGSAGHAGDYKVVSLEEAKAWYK
#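 Giardia FBPA (40 nM reagent) was preincubated 10 min at RT with compound (up to 57.5 uM final), then substrate plus GAPDH/TPI/NAD/arsenate coupling system with diaphorase/resazurin was added; resorufin fluorescence (525/598 nm) was read after 20 min.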
# Sm TGR inh – inhibitors of Schistosoma mansoni thioredoxin glutathione reductase; Q962Y6; purified TGR, DTNB reduction, TNB absorbance 405 nm; Potency, µM (top dose mostly 114 µM), without a hit: top-dose activity change, negative = inhibition, hits mostly inhibitors; 360,000 compounds, 3% hits; AID 485364; further: potency means the concentration at half of the fitted maximal effect; nearly all actives have a fitted effect of over 60% in size
#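 TGR 20 nM + NADPH 100 uM (dispensed conc.), cpd preinc 15 min RT; start with NADPH (500 uM addition) then DTNB (15 mM addition). Kinetic TNB absorbance, 405 nm filter. Four-parameter Hill fit across titration.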
# AMA1 RON2 block – disrupts binding of P. falciparum AMA1 to RON2; AlphaScreen AMA1-biotinylated RON2 peptide binding; Potency, µM (top dose mostly 58.2 µM), for the others: top-dose activity change, negative = inhibition, hits mostly inhibitors; 360,000 compounds, 0.2% hits; AID 720542;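 further: potency means the concentration at half of the fitted maximal effect; 0% = vehicle wells and -100% = peptide control; nearly all actives have a fitted effect of over 45% in size; some results filed as inactive show a strong effect at the top dose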
#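 AMA1 (3D7) with his tag at 25 nM final met compounds first, then biotinylated RON2 peptide at 25 nM; detection used donor plus acceptor beads, 10 µg/mL apiece, read by AlphaScreen after 30 min at room temperature.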
# HCV inh – inhibitors of hepatitis C virus infection; Potency, µM (top dose mostly 41.8 µM), inactives show at the highest dose activity change, negative = inhibition, most hits filed as inhibitors; Huh7.5.1 HCVcc-Cre infection, luciferase reporter, 44 h; 340,000 compounds, 3.4% hits; AID 651820; further: potency means the concentration at half of the fitted maximal effect
#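 Compounds are dispensed onto cells plated 4 h earlier at 1,000 per well, with HCVcc-Cre virus (about 0.5 moi) added next. Following 44 h of culture, luminescent signal is measured for 15 sec after 15 min with substrate at room temperature.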
# AmpC detergent – AmpC beta-lactamase inhibition with detergent present. Potency, µM (titrated, usually from 114 µM), for inactives: at the top dose activity change, negative = inhibition, most hits filed as inhibitors. AID 485294. AmpC hydrolysis of nitrocefin, absorbance 480 nm, 0.01% Triton. P00811. 370,000 compounds, 0.041% hits;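 further: potency means the concentration at half of the fitted maximal effect; 0% = no-compound wells and -100% = no-enzyme wells; nearly all actives have a fitted effect of over 25% in size; some results filed as inactive show a strong effect at the top dose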
# Target sequence (P00811 whole entry, looked up): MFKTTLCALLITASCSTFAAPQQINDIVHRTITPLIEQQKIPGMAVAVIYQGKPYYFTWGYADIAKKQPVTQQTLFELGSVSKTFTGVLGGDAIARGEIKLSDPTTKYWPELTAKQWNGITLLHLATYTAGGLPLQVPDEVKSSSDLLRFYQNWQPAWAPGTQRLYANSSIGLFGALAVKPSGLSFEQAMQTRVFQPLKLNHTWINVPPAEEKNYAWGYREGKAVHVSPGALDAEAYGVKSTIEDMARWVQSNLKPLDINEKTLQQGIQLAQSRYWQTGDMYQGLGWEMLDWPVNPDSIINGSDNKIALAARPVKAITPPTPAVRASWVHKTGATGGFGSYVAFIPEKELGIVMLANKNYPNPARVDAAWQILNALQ
#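 AmpC (5.3 nM in the dispensed reagent) in 20 mM phosphate pH 7.0 with 0.01% (detergent screen) or 0.0001% Triton X-100 was preincubated with compounds for 15 min at room temperature. Nitrocefin was then added from an 800 uM solution, and hydrolysis was followed at 480 nm.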
# HCMV antiviral – inhibitors of human cytomegalovirus. 410,000 compounds, 4.5% hits. activity change, negative = inhibition, % at 57.5 µM. HFF cells, HCMV-luciferase reporter, 72 h; stronger effect = lower value; in the data active means activity change below about -60%; inconclusive means no clear call, values can overlap the other calls; inactive means above about -39%
#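 After 16 h attachment at 37C, HFF cells received test compound and HCMV-luciferase (1 PFU/cell); reporter luminescence read 72 h later, data normalized against buffer-only and known inhibitor Salinomycin.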
# * hit, by the source's call; ? = inconclusive; · = no result given; & = joins results of further samples; [ ] = dose if it differs, or a comment. Unless noted, the call rests on the fitted dose curve; in most records, active means well fitted curve in the direction sought with a large enough effect; inconclusive means small, poorly fitted or top-dose-only effect, or another doubt; inactive means no such curve, though single readings can be large; an effect the other way counts as inactive or inconclusive. Unless noted, on the % scale 0 is the no-effect control and ±100 the full control effect.
SMILES,FBPA Giardia inh,Sm TGR inh,AMA1 RON2 block,HCV inh,AmpC detergent,HCMV antiviral
Cc1cccc(-n2c(N)cc(=O)nc2SCC(=O)Nc2ccccc2)c1,-1%,-11%,-11%,4%,-10%,-2
CCOC(=O)c1nn(-c2ccc(C)c(C)c2)c(=O)c(C#N)c1C,2%,-9%,-12%,?,-13%,-13
COc1ccc(N2CCN(C(=O)c3ccc(Oc4ccc(C(F)(F)F)cn4)cc3)CC2)cc1,2%,-1%,-11%,?,-11%,?
CN(Cc1ccccc1)CC(O)COc1ccc(CNCCc2ccncc2)cc1 (centres undefined),2%,-4%,0%,13µM*,9%,-21
COC(=O)C1CCN(C(=O)c2cc(S(=O)(=O)N3CCCCC3)ccc2Cl)CC1,·,0%,-2%,-5%,0%,-8
CN(c1ccc(OCC(=O)OCC(=O)Nc2ccccc2)cc1)S(=O)(=O)c1cccs1,-7%,-2%,0%,1%,-9%,37
CN(C)c1ccc(C(=S)NC2CCCCC2)cc1,2%,·,-16%,7%,-11%,43
Cc1ccc(NC(=O)NCc2cccnc2)cc1,·,1%,0%,13%,5%,32
O=S(=O)(NC1CCSc2ccccc21)c1ccc(Cl)nc1 (centres undefined),8%,-12%,-8%,-1%,3%,11
C[C@H](CO)N1C[C@H](C)[C@@H](CN(C)C(=O)NC2CCCCC2)Oc2ccc(NS(=O)(=O)c3ccccc3)cc2C1=O,·,·,11%,22%,·,?
COC(=O)c1ccc(NC(=O)N2CCCC(C(=O)c3ccccc3OC)C2)cc1 (centres undefined),-1%,31%,3%,?,-3%,?
CCC(=O)N1CCN(c2ccc(NC(=O)c3ccco3)cc2Cl)CC1,-2%,1%,12%,-4%,-3%,100
COc1ccc(/C=C2\SC(=S)N(CCC(=O)NCCc3ccc(O)cc3)C2=O)cc1,5%,-3%,-2%,1%,?,?
COc1ccc(C(=O)N/N=C/c2c(C)[nH]c(=O)[nH]c2=O)cc1,-8%,8%,88%[activator],1%,-1%,0
Cc1nnc(NC2CCCCC2)[nH]c1=O,1%,0%,1%,19%,-7%,-2
CCOc1ccc(Nc2nc3ccccc3n2C)cc1,·,·,-5%,0%,·,127
C=CCN1c2ccc(Br)cc2C(=O)CS1(=O)=O,·,0%,-1%,25%,-1%,22
CCn1c2ccccc2c2nnc(SCCCn3c(=O)[nH]c4ccccc43)nc21,2%,-15%,-15%,?,-8%,·
COc1c(Cl)cc(C(=O)Nc2cc(-c3nc4ccccc4[nH]3)ccc2C)cc1Cl,·,0%,·,·,7%,2
CN(C)S(=O)(=O)c1ccc(C(=O)Nc2ccc(S(=O)(=O)NC3=NCCCCC3)cc2)cc1,0%,-10%,-17%,-10%,-5%,-10

# Just HCMV antiviral and AMA1 RON2 block, for 2 of the compounds above:
SMILES,HCMV antiviral,AMA1 RON2 block
Cc1cccc(-n2c(N)cc(=O)nc2SCC(=O)Nc2ccccc2)c1,-2,-11%
CCOC(=O)c1nn(-c2ccc(C)c(C)c2)c(=O)c(C#N)c1C,-13,-12%

# Further structures follow.
SMILES,FBPA Giardia inh,Sm TGR inh,AMA1 RON2 block,HCV inh,AmpC detergent,HCMV antiviral
COc1cc(/C=N/N=C2\CC3CCC2(C)C3(C)C)ccc1O (centres undefined),-5%,-2%,4%,-5%,7%,-9
CCOC(=O)c1c(NC(=O)c2cc(=O)c3ccc(C)cc3o2)sc(C)c1C,·,-3%,·,·,0%,16
COC(=O)C1=C(NC(C)=O)CCS1,5%,-3%,0%,?,-12%,32
CCCOc1ccc(-c2nc3c(c(=O)[nH]c(=O)n3Cc3ccccc3)n2CCO)cc1OCC,14%,1%,-9%,?,-3%,55
Cc1c(NC(=O)Nc2ccc3c(c2)OCO3)c(=O)n(-c2ccccc2)n1C,1%,-8%,-3%,-3%,6%,8
CCCCC/C=C/C1=CC(=O)C[C@H](c2ccc(OC)cc2)C1,·,-13%,12%,0%,-2%,8
CN(C)S(=O)(=O)c1ccc(N2CCCC2)c(C(=O)NNC(=O)COc2ccc(Cl)cc2)c1,·,4%,92%[activator],-7%,5%,3
Cc1ccc(C(=O)OCC(=O)N(CCc2ccccc2)Cc2ccccc2)cc1S(=O)(=O)N1CCOCC1,·,-1%,3%,-23%,2%,14
COC(=O)CCC(=O)OC1(C)C(=O)C2=CN(C(CO)CO)C(c3ccc(OC)cc3)=CC2=C(Br)C1=O (centres undefined),0.63µM*,?,·,·,-1%,13
CC(C)(C)c1ccc(-c2n[nH]c(=S)n2CCCN2CCOCC2)cc1,0%,2%,30%[activator],-18%,3%,-8
CCOC(=O)C1CCCN(C(=O)c2cc(Nc3ccc(OC)cc3OC)nc3ccccc23)C1 (centres undefined),-9%,-23%,-13%,?,-11%,125
CCC(C)(C(=O)Nc1ccc(OC)cc1)N(C)C(=O)Cn1nnnc1N (centres undefined),-4%,14%,3%,-10%,1%,0
N#CC(c1ccccc1)c1ccc(=O)[nH]n1 (centres undefined),-8%,·,9%,3%,-7%,-14
Cc1ccccc1NS(=O)(=O)c1cc(C(=O)Nc2cccc([N+](=O)[O-])c2)ccc1C,2%,-10%,0%[2.32 µM],?,-17%,-95*
CC1=C(C(=O)OCc2ccccc2)C(c2ccccc2-c2ccccc2)NC(=O)N1CCCCCC(=O)O (centres undefined),7%&-1%,-14%,-4%,6%[8.37 µM],-10%,-15
CCOC(=O)C[C@H]1c2cc(F)ccc2S(=O)(=O)N1c1ccccc1,·,·,3%,8%,·,-21
CC1(C)CC(Cc2nc(=S)[nH][nH]2)C(=O)O1 (centres undefined),6.3µM*,3%,2%,2%,-6%,-3
Cc1ccc(NC(=O)NC(=O)CSc2nnnn2C)c(C)c1,-1%,-2%,-5%,6%,?,-2
O=C(NCc1ccccc1)C1=C[C@@H](c2ccccc2)C[C@@H](OCCCCO)O1,·,·,12%,6%,·,-33
COc1ccc(/C=N/N=C(/N)N[N+](=O)[O-])c(OC)c1,8%,5%,4%,-24%,1%,172
CCOC(=O)N1CCN(Cc2nc3cc(NC(=O)CC(C)C)ccc3n2C(C)C)CC1,·,2%,·,·,-1%,-95*
O=C(NCc1cccs1)C1CCC(=O)N1C1CCCCC1 (centres undefined),1%,1%,12%,23%,-2%,15
O=S(=O)(Nc1nc2ccccc2nc1Cl)c1ccc2c(c1)OCCO2,26%,-19%,-6%,17%,0%,0
O=[N+]([O-])c1ccc2nc(N3CCNCC3)ccc2c1,-3%,·,-17%,?,·,·
CCOC(=O)c1c(S(=O)(=O)NCC(=O)Nc2ccc(F)cc2)c(C)n(C)c1C,·,2%,0%,23%,-5%,5
Cc1onc(-c2c(F)cccc2Cl)c1C(=O)NC(=S)Nc1c(C)n(C)n(-c2ccccc2)c1=O,-27%,·,25%,7%,5%,?
COc1ccc(OC)c(S(=O)(=O)N(C)CC(=O)O)c1,8%,-25%,-5%,13%,-8%,-10
O=C(COC(=O)C1(c2ccccc2F)CCCC1)NCc1cccs1,-4%,0%,13%,-18%,3%,-69*
CCOC(=O)c1ccc(-c2cc(C)no2)[nH]1,-5%,-4%,11%,-13%,-8%,3
CN1C[C@@H]2[C@@H]3C(=O)N(C)C(=O)[C@@H]3[C@](C)(C1=O)N2C(=O)c1ccc(C(F)(F)F)cc1,·,·,-4%,34%[activator],·,-1
CC1(C)CC(=O)C(C=NCCN2CCN(C(=S)Nc3cccc(Cl)c3)CC2)=C(O)C1,-2%,-9%,30%,-7%,-3%,-4
COc1cccc(C(N)CC(=O)O)c1 (centres undefined),0%,-22%,·,6%,?,·
C=CCc1cccc2cc(C(=O)NNC(=O)c3ccncc3)c(=O)oc12,2%,-1%,6%,7%,-3%,-24
COc1ccc(CNC(=O)C(C)OC(=O)Cn2cnc3c2c(=O)n(C)c(=O)n3C)cc1 (centres undefined),·,0%,1%,7%,5%,-31
CC(C)(C)CN1CCNC[C@H]1Cc1cccc2ccccc12,·,22µM*,-1%,?,?,62
COC(=O)c1cc(-c2ccc(OC)c(OC)c2)c2c(=O)[nH]c(=O)n(C)c2n1,5%,7%&7%,0%,13%,-3%&13%,59&-3
Cc1cc(=O)oc2cc(OCC(=O)NC3CCN(Cc4ccccc4)CC3)c(Cl)cc12,·,0%,-5%,-27%,-1%,?
Cc1csc2c(N3CCCCC3)ncnc12,5%,5%,8%,-5%,3%,-2
CC1(C)CC(=O)C(C=NCCCO)=C(O)C1,0%,-1%,4%,-1%,?,13
CC1CCN(c2nc3c(-c4cccc(Br)c4)nnn3c3ccccc23)CC1,·,0%,·,·,4%,51
CC1=[N+](C)N(c2ccccc2)C(=O)C1N=Cc1ccc(Cl)cc1 (centres undefined),-1%,-8%,7%,4%,-7%,-9
O=C(Nc1nc(-c2ccccc2)cs1)c1cccnc1,3%,-1%,14%,?,-9%,57
CC1(C)C(=O)C=CC(=O)C(C)(C)C(=O)C=CC(=O)C(C)(C)C2=CC=C(O2)C(C)(C)C(=O)C=CC1=O,·,·,6%,?,·,-22
CS/C(N)=N/N=C/c1c(O)ccc2ccccc12,-9%,-22%,109%[activator],?,9%,21
CCN(CC)C(=O)CSc1nc2cc3c(cc2c(=O)n1CCCC(=O)NCc1ccc2c(c1)OCO2)OCO3,·,2%,·,·,-5%,-90*
Cc1cc2[nH]c(=O)c(=O)[nH]c2cc1S(=O)(=O)N1CCN(c2cccc(C)c2C)CC1,-4%,-11%&1%,-22%,21%,-5%&7%,7&11
Fc1ccc(CNc2ccc(N3CCN(Cc4ccccc4)CC3)cc2)cc1,0%,?,?,?,-2%,?
CNC(=O)c1ccc(NC(=O)/C=C/c2cccc(F)c2)cc1,0%,6%,10%,-8%,6%,13
Cc1ccc(C(=O)NC(=S)NCCN2CCOCC2)cc1,5%,-2%,24%,28%,-1%,79
Cc1ccc(C(=O)OCC(=O)NCCN2C(=O)CSC2=O)cc1,1%,3%,10%,2%,?,?
Cn1nnnc1SCC(=O)Nc1cc(S(=O)(=O)N2CCCCC2)ccc1Cl,·,·,?,3%,·,17
O=C1NC2(CCCCCC2)Cc2ccccc21,1%,1%,3%,19%,-4%,48
O=c1[nH]c(=S)[nH]c(O)c1N=Nc1cc(S(=O)(=O)Nc2ccc(Cl)cc2)ccc1Cl,·,?,64%[activator],-6%,1%,-24
CC/C(=N/Nc1ccccc1C)c1cnnc(SC)n1,-8%,?,8%,16%,0%,9
COc1cccc(OCCCN2CCCCCC2)c1,?,-1%,7%,-14%,3%,-39

# Complete entries, quoted from the list. Values in the order: FBPA Giardia inh	Sm TGR inh	AMA1 RON2 block	HCV inh	AmpC detergent	HCMV antiviral
# CC1=[N+](C)N(c2ccccc2)C(=O)C1N=Cc1ccc(Cl)cc1 (centres undefined) as listed: -1%	-8%	7%	4%	-7%	-9
# Cc1cc2[nH]c(=O)c(=O)[nH]c2cc1S(=O)(=O)N1CCN(c2cccc(C)c2C)CC1 as listed: -4%	-11%&1%	-22%	21%	-5%&7%	7&11
# O=[N+]([O-])c1ccc2nc(N3CCNCC3)ccc2c1 as listed: -3%	·	-17%	?	·	·
# CN(C)S(=O)(=O)c1ccc(N2CCCC2)c(C(=O)NNC(=O)COc2ccc(Cl)cc2)c1 as listed: ·	4%	92%[activator]	-7%	5%	3
# COC(=O)CCC(=O)OC1(C)C(=O)C2=CN(C(CO)CO)C(c3ccc(OC)cc3)=CC2=C(Br)C1=O (centres undefined) as listed: 0.63µM*	?	·	·	-1%	13
